Screens (PubChem BioAssay)
ssDAF12 agonist: activators of S. stercoralis DAF-12 nuclear receptor. HEK293 ssDAF-12/GRIP1 lit1-tk-luc reporter, luminescence; % of 3 µM dafachronic acid response. activation, % at 6.8 µM. hit rate 1% among 370,000. AID 652126;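 active = activation above the mean over all tested compounds plus 3 SD, cut at about 0.9% in these data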;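 note: 0% = DMSO-only wells and 100% = 3 µM delta7-dafachronic acid wells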
KLK7 zymogen act: proKLK7 (human) activation, primary screen | P49862 | purified proKLK7, EDANS-DABCYL substrate fluorescence; 100% is mature enzyme control, 0% vehicle | activation, % at 7 µM | hit rate 0.9% among 370,000 | AID 652039;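 active = activation above the mean of all tested compounds plus 3 SD, computed per campaign excluding outliers beyond control limits, cut at about 13% in these data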
hgDAF12 agonist: activates the H. glycines DAF-12 receptor ligand-binding domain; HEK293 GAL4-hgDAF12 UAS-luciferase reporter, agonist luminescence; normalized to butyrate control; activation, % at 6.8 µM; hit rate 1.8% among 370,000;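 active = activation above a cutoff set at the mean of all screened compounds plus 3 SD, cut at about 10% in these data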;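 note: 0% = DMSO wells and 100% = sodium butyrate wells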
NPR2 activator: GC-B (human) receptor activation. AID 1920062. hit rate 0.11% among 370,000. P20594. activation, % at 10 µM. HEK293-GC-B cells, CNP EC30, cGMP TR-FRET; 0% at EC30 CNP, 100% saturating CNP;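 active = activation at 10 µM reaching about 35% in either raw or pattern-adjusted values, limit read from the data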
Target sequence (P20594 whole entry, looked up): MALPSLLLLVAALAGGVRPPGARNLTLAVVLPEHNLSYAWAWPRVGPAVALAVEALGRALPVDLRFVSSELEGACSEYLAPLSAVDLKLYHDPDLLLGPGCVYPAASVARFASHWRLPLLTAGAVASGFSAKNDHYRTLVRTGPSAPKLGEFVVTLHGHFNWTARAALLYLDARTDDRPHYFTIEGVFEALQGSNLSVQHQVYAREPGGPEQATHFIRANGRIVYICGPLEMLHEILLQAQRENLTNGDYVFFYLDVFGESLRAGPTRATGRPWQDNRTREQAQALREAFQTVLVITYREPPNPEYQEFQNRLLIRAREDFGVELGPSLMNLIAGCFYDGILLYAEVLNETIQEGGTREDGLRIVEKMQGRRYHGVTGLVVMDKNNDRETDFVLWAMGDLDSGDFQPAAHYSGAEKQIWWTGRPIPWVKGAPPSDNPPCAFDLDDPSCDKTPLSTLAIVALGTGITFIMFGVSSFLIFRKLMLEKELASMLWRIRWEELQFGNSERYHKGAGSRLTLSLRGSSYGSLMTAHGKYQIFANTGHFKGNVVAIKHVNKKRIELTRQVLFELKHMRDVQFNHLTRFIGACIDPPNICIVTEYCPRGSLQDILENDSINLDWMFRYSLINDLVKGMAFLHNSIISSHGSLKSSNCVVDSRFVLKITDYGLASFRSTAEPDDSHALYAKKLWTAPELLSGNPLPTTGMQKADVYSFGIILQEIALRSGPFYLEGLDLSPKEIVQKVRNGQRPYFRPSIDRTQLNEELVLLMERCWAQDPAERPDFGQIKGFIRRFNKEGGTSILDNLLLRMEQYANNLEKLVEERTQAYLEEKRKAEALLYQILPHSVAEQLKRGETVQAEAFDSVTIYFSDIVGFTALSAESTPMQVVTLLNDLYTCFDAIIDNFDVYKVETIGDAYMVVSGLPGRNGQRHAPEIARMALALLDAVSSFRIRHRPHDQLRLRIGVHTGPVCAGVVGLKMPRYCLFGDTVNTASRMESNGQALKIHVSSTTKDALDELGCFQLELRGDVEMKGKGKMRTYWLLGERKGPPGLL
DAX1 inh-1: inhibitors of human orphan nuclear receptor DAX1 (NR0B1); P51843; HEK293 Gal4-DAX1 luciferase reporter, luminescence; inhibition, % at 6.75 µM; hit rate 0.99% among 340,000; AID 504766;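 active = inhibition above the mean over all tested compounds plus 3 SD, cut at about 4.2% in these data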;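 note: 0% = DAX1-transfected cells with DMSO and 100% = empty-vector control cells with DMSO; inhibition shows as a rise in luminescence from relieved DAX1 repression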
HGIII-sPLA2 inh: Inhibits HGIII-sPLA2 liposome hydrolysis, primary screen | Q9NZ20 | QFRET BODIPY PC-A2 liposome hydrolysis, fluorescence | inhibition, % at 12.2 µM | hit rate 0.56% among 370,000 | AID 743126;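 active = inhibition above mean plus 3 SD of compounds lying within the high and low control bounds, cut at about 19% in these data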;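 note: 0% = median of test compound wells and 100% = no enzyme DMSO wells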
DAX1 inh-2: inhibitors of DAX1 repression of SF-1 activated StAR promoter; HEK293T StAR-luciferase reporter, SF-1/DAX-1 repression relief; inhibition, % at 6.8 µM; hit rate 1.1% among 370,000; AID 652010;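 active = inhibition above the mean over all tested compounds plus 3 SD, cut at about 3.6% in these data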;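 note: 0% = DAX-1 cells with DMSO and 100% = cells lacking DAX-1 with DMSO; higher inhibition means more luminescence from relief of DAX-1 repression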
SMARCA2 activ: SMARCA2 function activation, primary screen; MG213 cells, MMTV-luciferase reporter, dexamethasone, overnight; AID 652017; activation, % at 9.1 µM; hit rate 1% among 370,000; in the data active = activation above about 7.8%;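 note: 0% = vehicle wells and 100% = reference activator wells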
NPR1 activator: GC-A (human) enzyme activation; P16066; HEK293 GC-A cells, cGMP TR-FRET, EC30 ANP; 0% at EC30 ANP, 100% saturating ANP; activation, % at 10 µM; hit rate 0.14% among 370,000; AID 1671463; in the data active = activation above about 40%
FXN GAA850 act: activators of GAA850 frataxin (FXN) promoter | hit rate 0.56% among 360,000 | HEK293 lucGAA850 FXN promoter luciferase reporter, 24 h; percent of 10 µM SAHA response | activation, % at 6 µM;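 active = activation above the average of all compounds screened plus 3 SD, cutoff fixed separately per campaign, cut at about 7.5% in these data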;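 note: 0% = DMSO wells and 100% = 10 µM SAHA wells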
hcDAF-12 act: activates DAF-12 receptor from parasite H. contortus | hit rate 1.4% among 370,000 | AID 652067 | HEK293 hcDAF-12 lit1-tk-luc reporter, luminescence; 0% DMSO, 100% Δ7-dafachronic acid | activation, % at 6.8 µM;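 active = activation above the mean of all tested compounds plus 3 SD, cut at about 5.5% in these data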;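 note: 100% = response to 3 µM Δ7-dafachronic acid high control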
Starred values were filed as active, the others as inactive; nt = no result given.

no.	Compound	hcDAF-12 act	hgDAF12 agonist	NPR2 activator	DAX1 inh-2	NPR1 activator	FXN GAA850 act	HGIII-sPLA2 inh	DAX1 inh-1	KLK7 zymogen act	SMARCA2 activ	ssDAF12 agonist
1	Cc1occc1C(=O)N1CCN(c2ccccc2)CC1	1.1	0.0	2	0.4	1	-2.0	7	-2.0	-0.7	0	-1.0
2	CC(NC(=O)C1CCCCC1)C(c1cccs1)N1CCN(C)CC1 (stereo not given)	0.1	1.4	-2	1.1	2	-2.1	-1	1.5	0.2	0	-1.1
3	O=C(Nc1ccncc1)c1cccc(F)c1	-1.3	-1.0	-3	-0.6	-2	1.7	1	-1.3	0.4	-3	-1.1
4	O=C(Nc1ccc(N2CCOCC2)cc1)C1CC(=O)N(c2ccc(F)cc2)C1 (stereo not given)	1.0	-0.2	-5	0.7	-3	1.6	-1	-0.5	-0.5	-2	-1.5
5	CCCCOc1ccc(S(=O)(=O)NCc2csc(C)n2)cc1	-3.6	-2.9	2	-2.0	5	-3.8	-7	-2.2	0.0	-4	-2.2
6	CCC(=O)c1ccc(OCC(=O)OC(C)C(=O)Nc2c(C)n(C)n(-c3ccccc3)c2=O)cc1 (stereo not given)	-0.5	0.8	0	0.7	2	-1.6	1	1.1	0.0	-2	-0.8
7	O=C(c1ccc(S(=O)(=O)N2CCCC2)cc1)N1CCN(c2ccccc2F)CC1	1.4	0.7	1	0.6	1	-0.2	3	-0.2	-0.3	-1	-0.7
8	O=C(OCCCOC(=O)c1ccccc1O)c1ccccc1O	-3.0	-0.2	-1	1.1	4	nt	-5	nt	0.6	1	-1.2
9	Cc1onc(-c2ccccc2Cl)c1C(=O)N1CCCC1	-1.8	0.0	3	0.2	-2	2.9	0	0.4	0.3	-2	-1.0
10	CCOC(=O)N1CCc2c(sc3nc4n(c(=O)c23)N=C(C)CS4)C1	-2.0	1.1	-1	-0.1	1	3.8	-3	0.3	1.8	-1	-1.6
11	CCOC(=O)C1=C(C)OC(N)=C(C#N)C1c1c(C)nn(-c2ccccc2)c1Cl (stereo not given)	-0.3	-1.1	-10	-0.3	-28	0.6	-17	-1.0	-0.6	-3	-2.0
12	Cc1ccc(NS(=O)(=O)c2cc(-c3cc(C)no3)ccc2C(C)C)nc1	-3.9	0.6	0	0.9	-6	2.0	-18	0.2	3.4	3	-1.9
13	O=C(COc1ccccc1)NS(=O)(=O)c1ccccc1	0.6	0.5	4	0.1	3	0.9	11	0.1	0.1	-4	-1.3
14	O=C(Nc1ccc(F)cc1)c1cccc2c1C(=O)N(CC1CCCO1)C2 (stereo not given)	-3.9	1.0	-3	2.2	-2	-0.5	8	4.2*	0.6	-1	-1.1
15	CN(CC(=O)NCc1ccco1)S(=O)(=O)c1ccc(F)cc1	-1.6	-0.6	1	0.1	0	-1.8	2	-0.4	-0.6	-1	-1.2

The list goes on; it opens with the 4 that closed the last part.
no.	Compound	hcDAF-12 act	hgDAF12 agonist	NPR2 activator	DAX1 inh-2	NPR1 activator	FXN GAA850 act	HGIII-sPLA2 inh	DAX1 inh-1	KLK7 zymogen act	SMARCA2 activ	ssDAF12 agonist
12	Cc1ccc(NS(=O)(=O)c2cc(-c3cc(C)no3)ccc2C(C)C)nc1	-3.9	0.6	0	0.9	-6	2.0	-18	0.2	3.4	3	-1.9
13	O=C(COc1ccccc1)NS(=O)(=O)c1ccccc1	0.6	0.5	4	0.1	3	0.9	11	0.1	0.1	-4	-1.3
14	O=C(Nc1ccc(F)cc1)c1cccc2c1C(=O)N(CC1CCCO1)C2 (stereo not given)	-3.9	1.0	-3	2.2	-2	-0.5	8	4.2*	0.6	-1	-1.1
15	CN(CC(=O)NCc1ccco1)S(=O)(=O)c1ccc(F)cc1	-1.6	-0.6	1	0.1	0	-1.8	2	-0.4	-0.6	-1	-1.2
16	COc1ccc(CNC(=O)CN(C(=O)CCC(=O)Nc2ccccn2)c2ccc3c(c2)OCO3)cc1	-0.8	-0.3	-2	0.1	-2	0.0	-8	1.8	0.3	0	-1.2
17	CCC1CCC2(CC1)NC(=O)N(CC(=O)N1CCc3ccccc31)C2=O (stereo not given)	1.0	2.0	3	-0.6	-5	1.1	11	2.3	-0.7	-8	-0.4
18	CCc1nc2ccccc2c(C(=O)OC2CCOC2=O)c1C (stereo not given)	-0.7	-0.1	2	0.5	2	1.6	-6	0.1	0.0	0	-1.0
19	O=C(NCC1CCCO1)c1sc2ccccc2c1Cl (stereo not given)	2.6	14*	-1	3.2	1	2.2	3	2.5	0.9	4	-1.2
20	Nc1c(C(=O)c2ccc(Cl)cc2)sc2c1c(=O)[nH]c(=O)n2-c1ccccc1	-4.0	0.0	-2	0.8	-2	7.0	-1	0.2	-0.3	1	-1.8
21	COc1ccc(NS(=O)(=O)c2cc(C(=O)N3CCC3)ccc2C)cc1	-0.1	0.8	1	1.6	3	1.2	-16	0.0	0.1	-5	-1.5
22	COc1ccc(NC(=O)C2(C)CCN2CCOc2ccccc2)cc1OC (stereo not given)	-1.7	-1.9	-4	1.2	-3	2.9	-4	nt	0.4	1	-1.6
23	CNC(=O)c1cc(S(=O)(=O)Nc2ccc3c(c2)OCCO3)ccc1C	-1.4	-1.3	4	-0.7	5	0.2	-3	-0.2	-0.6	-1	-1.7
24	Cc1ccc(C(=O)Nc2ccc(O)c(C(=O)O)c2)o1	-1.6	-0.7	-2	0.0	2	-1.1	-4	0.6	1.4	9.3*	-1.2
25	CCc1ccccc1OCC(=O)NC1CCCC1	-2.1	0.4	7	-0.2	-1	-0.5	1	0.2	0.4	-3	-1.2
26	O=C(CSc1ccc2c(c1)OCCO2)NCC1CCCO1 (stereo not given)	0.6	1.3	1	-0.3	0	0.1	-5	1.5	-0.1	1	-0.8
27	O=C1c2cccc3cccc(c23)C(=O)N1c1ccc(O)cc1	-2.3	-0.1	-7	-0.1	5	1.3	-9	-2.0	0.3	-1	-1.8
28	NS(=O)(=O)c1ccc(NS(=O)(=O)c2ccc(Br)cc2)cc1	0.0	-0.8	3	-0.3	3	1.1	-8	2.0	0.3	-1	-0.7
29	CS(=O)(=O)NC1CCN(Cc2ccccc2)CC1	-1.6	0.9	-4	-0.7	0	1.9	6	-0.1	0.3	-4	-1.0
30	O=C1C(Cl)=C(N2CCOCC2)C(=O)N1c1ccccc1	-2.1	-1.2	0	0.6	5	-0.7	6	0.3	0.1	0	-1.1
31	Cc1occc1C(=O)NNC(=S)Nc1ccccc1	1.0	12*	3	2.1	6	3.6	14	2.0	-0.8	9.3*	-0.3
32	Cc1cc(C)n(-c2nc(NCCC(C)C)c3c4c(sc3n2)COC(C)(C)C4)n1	1.5	-0.6	6	0.3	8	-1.8	-2	0.0	0.7	-3	-0.7
33	CN(C)S(=O)(=O)c1cccc(NC(=O)CCSc2ccc(Cl)cc2)c1	-3.9	-3.3	-5	-0.9	-5	1.7	-21	-1.7	-0.4	-4	-1.6
34	COc1cc(OC)nc(C(NC(=O)C2CCN(Cc3ccc(Oc4ccccc4)cc3)CC2)c2ccc(F)cc2)n1 (stereo not given)	-1.3	-2.8	0	-0.6	-1	0.3	-1	nt	-0.4	-1	-1.1
35	Cc1c(NC(=O)C(c2ccccc2)c2ccccc2)cccc1C(=O)O	1.0	3.2	3	0.3	4	3.5	6	1.1	-0.3	4	-1.0
36	N#CCSc1ccccc1NC(=O)COC(=O)Cc1c[nH]c2ccccc12	4.0	1.7	0	-0.7	-2	-0.9	-45	0.4	-0.1	5	-0.4
37	COc1cccc(COC(=O)C2CCN(S(=O)(=O)c3ccc(C)cc3C)CC2)c1OC	-1.3	0.8	5	1.1	1	-1.2	-21	0.1	0.5	-3	-0.6
38	CC(=O)Nc1ccc(OS(=O)(=O)c2ccccc2C)cc1	0.4	3.9	-1	0.6	8	0.0	-1	2.1	-0.4	-3	-2.3
39	CCNC(=S)NNC(=O)c1cc(C)on1	-1.7	0.3	-1	-1.3	0	-1.7	8	0.5	0.7	-2	-1.4
40	Cc1ccc(-c2nc(C3CCN(S(C)(=O)=O)CC3)no2)cc1	-2.0	1.1	-1	0.5	3	2.7	2	-0.4	-0.4	2	-1.4
41	O=C(CNC(=O)c1ccc(Cl)cc1Cl)OCc1nnc(-c2ccccc2)o1	-0.5	0.2	1	0.6	5	0.6	-2	0.8	0.1	0	-0.7
42	C[C@@H]1COc2cc(N3CCSCC3)ccc2S(=O)(=O)N1C	1.3	2.6	2	-1.3	1	nt	0	nt	0.1	-3	0.7
43	CC(=O)c1cccc(NC(=O)COC(=O)COc2c(Cl)cc(Cl)c3ccc(C)nc23)c1	1.4	-0.1	0	-1.0	2	0.4	3	-0.8	-0.1	3	-2.1
44	COc1ccccc1NC(=O)CN1CCOCC1	-0.7	-1.4	1	0.3	-4	2.6	-3	0.5	-0.1	-2	-0.6
45	Cc1ccccc1CN1CCCCC(NC(=O)c2ccccc2)C1=O (stereo not given)	-1.2	1.9	-1	-1.8	-1	nt	4	nt	-0.3	-2	-1.6
46	CCn1c(=O)n(Cc2ccco2)c(=N)c2c3c(sc21)COC(C)(C)C3	-1.7	-1.8	8	-0.3	8	2.8	5	-1.6	0.4	-2	-1.5
47	O=c1c2cn[nH]c2nc(SCc2cc(=O)n3cc(Br)ccc3n2)n1-c1ccc(Br)cc1	-1.9	-1.6	2	-1.0	-2	1.1	0	-1.0	-4.3	0	-1.5
48	O=c1c2cc3c(cc2[nH]c(=S)n1CCN1CCOCC1)OCO3	-1.5	0.4	-10	0.6	4	2.4	9	2.9	0.0	-2	-1.0

An excerpt of these results, screen by screen:
42	C[C@@H]1COc2cc(N3CCSCC3)ccc2S(=O)(=O)N1C
34	COc1cc(OC)nc(C(NC(=O)C2CCN(Cc3ccc(Oc4ccccc4)cc3)CC2)c2ccc(F)cc2)n1 (stereo not given)

assay / entry	42	34
hcDAF-12 act	1.3	-1.3
hgDAF12 agonist	2.6	-2.8
NPR2 activator	2	0
DAX1 inh-2	-1.3	-0.6
NPR1 activator	1	-1
FXN GAA850 act	nt	0.3
HGIII-sPLA2 inh	0	-1
DAX1 inh-1	nt	nt
KLK7 zymogen act	0.1	-0.4
SMARCA2 activ	-3	-1
ssDAF12 agonist	0.7	-1.1
